Nrf2 activator: Nrf2 pathway activation; Potency, µM (titrated, usually from 46.1 µM), for the others: at the top dose activation, hits mostly activators; 410,000 tested, 0.31% active; AID 624171; AREc32 ARE-luciferase reporter (MCF7-derived line), luminescence, 24 h; note: potency is the fitted concentration of half-maximal effect; % of control where 0% means no effect; nearly all actives have a fitted effect of over 65% in size
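Each well held 1000 AREc32 cells, which were incubated with compound for 24 hr at 37 deg C after overnight attachment, and ARE reporter activity was quantified by firefly luciferase luminescence.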
pAkt inh: inhibitors of Akt phosphorylation | Neuro2A IGF-stimulated pAkt S473 HTRF, 20 min; hits give low values | activity change, % for hits at 50 µM | 360,000 tested, 0.32% active | AID 651550; in the data active = activity change below about -80%; inconclusive = mostly about -51% to -80%; note: % is set by controls: 0 for no effect and ±100 for the full control effect
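Neuro2A cells (4,500/well, DMEM with 0.5% FBS) were treated with compound at a single 50 µM final concentration, stimulated with 6 nM IGF for 20 min at 37 °C, and lysed. Phospho-Akt Ser473 was read by HTRF as 665/615 ratio ×10^4.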
HepG2 viability: HepG2 cytotoxicity, counter-screen for TGF-b inhibitors | HepG2 CAGA-GFP viability, ATP luminescence, 18 h | Potency, µM (doses to about 46.1 µM), for the others: at the top dose activity change, negative = cytotoxicity, actives largely listed as cytotoxic | 410,000 tested, 0.76% active; note: potency is the fitted concentration of half-maximal effect; some results filed as inactive show a strong effect at the top dose
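HepG2 CAGA-GFP cells (1000/well, DMEM with 1% FBS) received compound, then TGF-beta at 500 pg/mL final, and were incubated 18 hours at 37 degrees C. Viability was read by CellTiter-Glo luminescence. Media-only wells were set as complete cell-killing and DMSO as no toxicity.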
Nrf2 inh: Nrf2 pathway inhibition; A549 ARE-Fluc reporter, luciferase luminescence, 18-24 h; Potency, µM (top dose mostly 46 µM), for inactives: top-dose activity change, negative = inhibition, hits mostly inhibitors; 360,000 tested, 2.1% active; AID 504444; note: potency is the fitted concentration of half-maximal effect; % is set by controls: 0 for no effect and ±100 for the full control effect; nearly all actives have a fitted effect of over 60% in size
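Quantitative HTS in A549 cells stably bearing an antioxidant response element-firefly luciferase construct. Inhibition of Nrf2-driven transcription was scored by luminescence after 18-24 h of compound exposure at 37 °C.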
S2 tox: reduces viability in counter-screen for ATXN expression inhibitors | S2 cells (HEK-293 line with an ATXN2-luciferase reporter) viability, CellTiter-Fluor protease fluorescence, 24 h | Potency, µM (doses to about 56.7 µM), usual class: cytotoxic | 400,000 tested, 0.49% active; note: potency is the fitted concentration of half-maximal effect; nearly all actives have a fitted effect of over 40% in size
CCT modulator: modulators of cytosolic chaperonin (CCT/TRiC) activity. purified chaperonin ATPase assay, HTRF ADP detection, 30 min. activity change, % (test concentration not listed), hits read low. 360,000 tested, 0.3% active; in the data active = activity change below about -30%; note: % is set by controls: 0 for no effect and ±100 for the full control effect
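Enzyme 40 or 20 nM (batch-dependent) in Tris pH 7.4/KCl/MgCl2/DTT; cpd 76 uM single point; ATP 10 uM; 30 min 37 °C; Transcreener ADP HTRF detection, 30 min RT; ratio 665/615.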
MmCpn inh: M. maripaludis TRiC chaperonin inhibition; purified Mm-Cpn ATPase, ADP Transcreener TR-FRET; Potency, µM (doses to about 76.9 µM), inactives show at the highest dose activity, negative = inhibition, actives largely listed as inhibitors; 330,000 tested, 0.031% active; AID 504842; note: potency is the fitted concentration of half-maximal effect; % is set by controls: 0 for no effect and ±100 for the full control effect; nearly all actives have a fitted effect of over 80% in size
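Purified archaeal chaperonin (25 nM final) was preincubated with compound for 10 min at 37°C, then ATP (10 uM final) was added for 30 min at 37°C in Tris pH 7.4/KCl/MgCl2/DTT buffer. ADP was quantified by HTRF Transcreener TR-FRET.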
TGFb SMAD3 inh: TGF-b pathway inhibition | HepG2 CAGA-GFP TGF-b/SMAD3 reporter, GFP fluorescence, 18 h; TGF-beta stimulated, 500 pg/mL final | Potency, µM (doses to about 46.1 µM), without a hit: at the top dose activity, negative = inhibition, hits mostly inhibitors | 410,000 tested, 1.2% active | AID 588855; note: potency is the fitted concentration of half-maximal effect; % is set by controls: 0 for no effect and ±100 for the full control effect; nearly all actives have a fitted effect of over 65% in size
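TGF-beta reporter screen: HEPG2 CAGA-GFP, 1% FBS, 500 pg/mL TGF-beta final, 18 h; per-cell GFP summed per well; curves fitted and categorized by class.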
A549 tox: counter-screen for Nrf2 inhibitors: cytotoxicity in A549 cells; A549 ARE-Fluc cells, CellTiter-Fluor viability, 18-24 h; Potency, µM (doses to about 46 µM), inactives show at the top dose activity change, negative = cytotoxicity, actives largely listed as inhibitors; 390,000 tested, 0.16% active; note: potency is the fitted concentration of half-maximal effect; % is set by controls: 0 for no effect and ±100 for the full control effect
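A549 ARE_Fluc cells in 5% FBS OPTI-MEM were exposed to compounds in concentration-response for 18-24 h at 37 deg C. Viability was read by CellTiter-Fluor fluorescence (Ex 405/Em 525) after 30 min, before the luciferase read.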
* marks the source's active call; other numbers are inactive results; i = inactive; ? = inconclusive; nt = not tested or not shown; & = joins results of further samples; [ ] = dose if it differs, or a comment. Unless noted, calls come from the whole dose curve; as a rule, active = well fitted curve in the direction sought with a large enough effect; inconclusive = small, poorly fitted or top-dose-only effect, or another doubt; inactive = no such curve, though single readings can be large; an effect the other way counts as inactive or inconclusive.

No.	SMILES	Nrf2 activator	pAkt inh	HepG2 viability	Nrf2 inh	S2 tox
1	COc1ccc(N2C(=O)CSC23C(=O)N(CC(=O)NC2CCCCC2)c2ccccc23)cc1 (centres undefined)	-0.7%	nt	1%	-1%	nt
2	O=c1ncn(-c2cccc(F)c2)c2ncccc12	0.0%	i	-1%	22%	i
3	N#Cc1cc2cc3c(cc2nc1SCC(=O)N1CCOCC1)OCO3	2.6%	i	-2%	?	i
4	O=C(O)c1cc2c([nH]c1=O)CCCC2	0.0%	i	2%	8%	i
5	COc1ccccc1C(=O)NC1CCCc2ccccc21 (centres undefined)	1.9%	i	-20%	8%	i
6	c1ccc2cc(Sc3ncnc4c3oc3ccccc34)ccc2c1	2.1%	i	17%	4%	i
7	CCCCSc1c(C)c2cc3c(cc2[nH]c1=O)OCO3	-0.8%	i	0%	?	i
8	CC[C@H]1OC(=O)[C@H](C)[C@@H](O[C@H]2C[C@@](C)(OC)[C@@H](O)[C@H](C)O2)[C@H](C)[C@@H](O[C@@H]2O[C@H](C)C[C@H](N(C)C)[C@H]2O)[C@](C)(O)C[C@@H](C)C(=NOCOCCOC)[C@H](C)[C@@H](O)[C@]1(C)O	1.1%	nt	24%	10%	i
9	COc1ccccc1-n1ccnc1SCC(=O)NCC1CCCO1 (centres undefined)	-0.2%	i	2%	14%	i
10	COCOc1cccc(CN2CCC(C)(Oc3ccc(C(C)=O)cc3)C2)c1 (centres undefined)	0.3%	i	-30%	nt	i
11	Cc1nc2ccccc2c(=O)n1NC(=O)c1ccc(F)cc1Cl	0.4%	i	-1%	5%	i
12	O=C(CCn1cnc2ccccc2c1=O)Nc1nc(-c2ccc(Br)cc2)cs1	1.2%	i	0%	10%	i
13	Cc1cccc(C(=O)NCC(=O)OCC(=O)NC2CCCCCCC2)c1	0.5%	i	-1%	12%	i
14	CCc1ccc(NC(=O)CSc2nncn2-c2cccnc2)cc1	7.7%	i	-13%	?	i
15	CCOc1ccc(/C=C2\CCc3ccccc3C2=O)cc1	2.8%	i	-2%	?	i

No.	CCT modulator	MmCpn inh	TGFb SMAD3 inh	A549 tox
1	nt	nt	3%	-2%
2	-1.4	2%	0%	-2%
3	-2.0	-29%	2%	0%
4	1.4	2%	2%	-8%
5	0.4	-1%	5%	13%
6	1.8	-1%	3%	0%
7	-0.9	-6%	-3%	15%[1.84 µM]
8	1.2	1%	8%	2%
9	-1.3	0%	18%	0%
10	-0.5	nt	20%	nt
11	-2.5	0%	-1%	-6%
12	-1.7	2%	4%	-1%
13	0.8	3%	0%	-2%
14	0.2	2%	-5%	5%
15	-0.2	?	-10%	1%

Reprinted from the part before: 2 compounds, followed by the next part.
No.	SMILES	Nrf2 activator	pAkt inh	HepG2 viability	Nrf2 inh	S2 tox
14	CCc1ccc(NC(=O)CSc2nncn2-c2cccnc2)cc1	7.7%	i	-13%	?	i
15	CCOc1ccc(/C=C2\CCc3ccccc3C2=O)cc1	2.8%	i	-2%	?	i
16	CC1CCCN(C(=O)Cn2c(-c3nonc3N)nc3ccccc32)C1 (centres undefined)	-0.2%	i	1%	2%	?
17	CCOc1cc(NC(=S)NCC2CCCO2)c(OCC)cc1NC(=O)CC (centres undefined)	0.2%	i	-5%	-3%	i
18	CS(=O)(=O)NCCSCc1c(Cl)cccc1Cl	0.3%	i	-21%	?	i
19	CS(=O)(=O)c1cc([N+](=O)[O-])c(Sc2nc3ccccc3[nH]2)c([N+](=O)[O-])c1	?	nt	-50%	nt	?
20	CCCn1c(=NC(=O)c2c(-c3c(F)cccc3Cl)noc2C)c(C(=O)OCC)cc2c(=O)n3ccccc3nc21	0.1%	nt	-29%	0%[9.27 µM]	nt
21	COc1ccc(NC(=S)N2CCN(Cc3ccccc3)CC2)c(OC)c1	-1.4%	i	-22%	-1%	i
22	COc1ccc(/C(N)=N/OC(=O)CSc2ccc(C)cc2)cc1OC	-0.3%	i	-23%	?	i
23	CCCCn1c(SCC(=O)c2ccc3c(c2)NC(=O)CO3)nc2cc(S(N)(=O)=O)ccc21	0.4%	i	6%	4%	?
24	Clc1cccc(CNc2ccn3nc(-c4cccc(Cl)c4)cc3n2)c1	4.1%	i	-64%	nt	?
25	CCOC(=O)C1=CCC(c2ccccc2)N(S(=O)(=O)c2ccccc2C)C1 (centres undefined)	0.9%	i	-3%	nt	?
26	CCOC(=O)C(NCc1ccc2c(c1)OCO2)(NC(=O)CC)C(F)(F)F (centres undefined)	-0.6%	i	2%	14%	i
27	CC(=O)N(C)C(c1ccc(N(C)C)cc1)c1nnnn1-c1c(C)cccc1C (centres undefined)	-0.6%	i	-19%	-29%	i
28	O=[N+]([O-])c1ccc(COc2cccc(CNc3ccc(F)cc3)c2)cc1	3.3%	i	-23%	13%	i
29	COc1ccc(C2C(C(=O)Nc3ccc(F)cc3)=C(C)Nc3nc(CCCO)nn32)cc1 (centres undefined)	0.3%	i	-1%	12%	i
30	COc1ccccc1CC(NC(C)=O)C(=O)NC1CCN(C(=O)Nc2ccccc2F)CC1 (centres undefined)	0.0%	i	-4%	3%	i

No.	CCT modulator	MmCpn inh	TGFb SMAD3 inh	A549 tox
14	0.2	2%	-5%	5%
15	-0.2	?	-10%	1%
16	0.6	-1%	-12%	-5%
17	0.5	0%	7%	4%
18	-0.1	1%	-1%	-4%
19	-2.7	-29%	?	23µM*
20	nt	-13%	-7%	13%
21	-1.5	1%	5%	7%
22	1.6	1%	-17%	0%
23	0.7	?	-6%	-4%
24	0.3	nt	?	nt
25	-0.7	nt	?	nt
26	-1.6	1%	-5%	-1%
27	-9.7	1%	-4%	1%
28	-2.7	0%	?	5%
29	-0.6	0%	5%	-6%
30	-2.3	0%	4%	3%

Profiles, looked up by structure. Values in the order: Nrf2 activator, pAkt inh, HepG2 viability, Nrf2 inh, S2 tox, CCT modulator, MmCpn inh, TGFb SMAD3 inh, A549 tox
COc1ccccc1-n1ccnc1SCC(=O)NCC1CCCO1 (centres undefined) reads -0.2%, i, 2%, 14%, i, -1.3, 0%, 18%, 0%
CC[C@H]1OC(=O)[C@H](C)[C@@H](O[C@H]2C[C@@](C)(OC)[C@@H](O)[C@H](C)O2)[C@H](C)[C@@H](O[C@@H]2O[C@H](C)C[C@H](N(C)C)[C@H]2O)[C@](C)(O)C[C@@H](C)C(=NOCOCCOC)[C@H](C)[C@@H](O)[C@]1(C)O reads 1.1%, nt, 24%, 10%, i, 1.2, 1%, 8%, 2%
Cc1nc2ccccc2c(=O)n1NC(=O)c1ccc(F)cc1Cl reads 0.4%, i, -1%, 5%, i, -2.5, 0%, -1%, -6%
COc1ccccc1CC(NC(C)=O)C(=O)NC1CCN(C(=O)Nc2ccccc2F)CC1 (centres undefined) reads 0.0%, i, -4%, 3%, i, -2.3, 0%, 4%, 3%
CCOc1cc(NC(=S)NCC2CCCO2)c(OCC)cc1NC(=O)CC (centres undefined) reads 0.2%, i, -5%, -3%, i, 0.5, 0%, 7%, 4%

Continuation:
No.	SMILES	Nrf2 activator	pAkt inh	HepG2 viability	Nrf2 inh	S2 tox
31	CC(C)c1ccc(CNc2nc3nc4c(c(=O)n3[nH]2)CCC4)cc1	0.3%	i	0%	-2%	i
32	Cc1cccc(Oc2c([N+](=O)[O-])c(=O)n(C)c3ccccc23)c1	?	i	-20%	-3%	?
33	COC(=O)C1CCN(C(=O)CCCOc2ccccc2)CC1	0.4%	i	2%	?	?
34	COc1ccc(C2CC(c3ccccc3C(F)(F)F)=NN2c2ccc(S(N)(=O)=O)cc2)cc1 (centres undefined)	0.4%	i	-114%	?	nt
35	O=C(/C=C/c1ccc2c(c1)OCO2)NCCSCc1ccc(Cl)cc1	1.8%	nt	-2%	?	i
36	CCOc1ccc2nc(NC(=S)N(C)C)sc2c1	0.4%	i	-20%	11%	i
37	COC(=O)c1cc2occc2n1Cc1nc(-c2ccccc2F)oc1C	0.4%&1.0%	i	26%&-4%	5%&-5%	i
38	CC(=O)Nc1cccc(NC(=O)Nc2cccc(F)c2)c1	4.4%	i	-3%	-7%	i
39	COCCNC(=O)C(=O)NCC(c1cccnc1)N1CCN(c2ccccc2F)CC1 (centres undefined)	-0.1%	nt	-8%	7%	i
40	CN(C)c1ccc(C(=O)c2ccccc2)cc1	2.5%	i	-13%	?	i
41	COCCN1C(=O)C(=O)/C(=C(/O)c2ccc(S(=O)(=O)N3CCOCC3)cc2)C1c1ccc(O)c(OC)c1 (centres undefined)	0.6%	i	0%	10%	i
42	CCN1CCN(S(=O)(=O)c2cccc(S(=O)(=O)N3CCOCC3)c2)CC1	0.2%	i	-38%	1%	i

No.	CCT modulator	MmCpn inh	TGFb SMAD3 inh	A549 tox
31	0.7	?	0%	-18%
32	-3.2	0%	?	-8%
33	-0.9	1%	6%	-4%
34	1.0	-11%	?	2%
35	0.3	-2%	11%	-8%
36	-0.5	-1%	-25%	-16%
37	-2.0	-10%	1%&-2%	-4%&5%
38	-0.8	2%	?	-13%
39	nt	nt	-17%	0%
40	-4.0	-1%	-4%	-10%
41	-3.0	3%	6%	-8%
42	-0.6	3%	17%	9%

Along the list, as entered above.
Compounds 3 to 9 in Nrf2 inh, in turn: ?, 8%, 8%, 4%, ?, 10%, 14%

High-throughput results (PubChem BioAssay)
